Source: PubChem
sPLA2-III inh – Blocks human group III sPLA2 activity; inhibition, % at 12.2 µM; hit rate 0.56% among 370,000; QFRET BODIPY PC-A2 liposome hydrolysis, fluorescence; Q9NZ20;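 active = inhibition above mean plus 3 SD of compounds lying within the high and low control bounds, cut at about 19% in these data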;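 also: 0% = median of test compound wells and 100% = no enzyme DMSO wells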
PLC-gamma1 inh – inhibitors of human phospholipase C gamma1 | P19174 | purified PLC-gamma1, fluorogenic substrate, fluorescence | inhibition, % at 12.2 µM | hit rate 0.84% among 370,000; in the data active = inhibition above about 9.5%
hcDAF12 agonist – H. contortus DAF-12 activation, primary screen; hit rate 1.4% among 370,000; HEK293 hcDAF-12 lit1-tk-luc reporter, luminescence; 0% DMSO, 100% Δ7-dafachronic acid; activation, % at 6.8 µM; AID 652067;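 active = activation above the mean of all tested compounds plus 3 SD, cut at about 5.5% in these data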;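 also: 100% = response to 3 µM Δ7-dafachronic acid high control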
hgDAF-12 ag – activates the H. glycines DAF-12 receptor ligand-binding domain | hit rate 1.8% among 370,000 | HEK293 GAL4-hgDAF12 UAS-luciferase reporter, agonist luminescence; normalized to butyrate control | activation, % at 6.8 µM;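 active = activation above a cutoff set at the mean of all screened compounds plus 3 SD, cut at about 10% in these data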;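 also: 0% = DMSO wells and 100% = sodium butyrate wells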
GAA850 FXN act – frataxin GAA850 promoter activation | HEK293 lucGAA850 FXN promoter luciferase reporter, 24 h; percent of 10 µM SAHA response | activation, % at 6 µM | hit rate 0.56% among 360,000 | AID 540364;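 active = activation above the average of all compounds screened plus 3 SD, cutoff fixed separately per campaign, cut at about 7.5% in these data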;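 also: 0% = DMSO wells and 100% = 10 µM SAHA wells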
DAX1 inh-1 – inhibits human nuclear receptor DAX1; AID 504766; HEK293 Gal4-DAX1 luciferase reporter, luminescence; inhibition, % at 6.75 µM; P51843; hit rate 0.99% among 340,000;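 active = inhibition above the mean over all tested compounds plus 3 SD, cut at about 4.2% in these data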;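 also: 0% = DAX1-transfected cells with DMSO and 100% = empty-vector control cells with DMSO; inhibition shows as a rise in luminescence from relieved DAX1 repression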
Target sequence (P51843 207-470 limits assumed): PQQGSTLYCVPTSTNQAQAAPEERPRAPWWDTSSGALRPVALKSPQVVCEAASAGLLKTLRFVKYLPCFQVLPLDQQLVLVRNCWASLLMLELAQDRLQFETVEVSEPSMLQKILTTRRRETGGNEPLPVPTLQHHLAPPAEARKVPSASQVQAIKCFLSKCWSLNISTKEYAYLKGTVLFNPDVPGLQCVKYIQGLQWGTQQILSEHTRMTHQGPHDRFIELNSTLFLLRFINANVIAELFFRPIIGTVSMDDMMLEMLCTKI
ADAM10 inh – ADAM10 inhibition, QFRET primary screen. O14672. recombinant ADAM10, EDANS/DABCYL FRET peptide cleavage, 3 h. inhibition, % at 7 µM. hit rate 0.62% among 370,000. AID 720582;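 active = inhibition above a per-campaign cutoff equal to the mean of compounds falling between control-based bounds plus 3 SD, cut at about 20% in these data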;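 also: 0% = DMSO wells while the 100% control is not disclosed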
ADAM17 inh – inhibits human ADAM17. hit rate 0.83% among 370,000. inhibition, % at 6.95 µM. recombinant ADAM17, EDANS/DABCYL FRET peptide cleavage. P78536. AID 720648;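 active = inhibition above the mean of compounds lying between control limits plus 3 SD, set per campaign, cut at about 8.5% in these data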;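 also: 0% = DMSO-only wells as the low control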
Target sequence (P78536 215-824 limits assumed): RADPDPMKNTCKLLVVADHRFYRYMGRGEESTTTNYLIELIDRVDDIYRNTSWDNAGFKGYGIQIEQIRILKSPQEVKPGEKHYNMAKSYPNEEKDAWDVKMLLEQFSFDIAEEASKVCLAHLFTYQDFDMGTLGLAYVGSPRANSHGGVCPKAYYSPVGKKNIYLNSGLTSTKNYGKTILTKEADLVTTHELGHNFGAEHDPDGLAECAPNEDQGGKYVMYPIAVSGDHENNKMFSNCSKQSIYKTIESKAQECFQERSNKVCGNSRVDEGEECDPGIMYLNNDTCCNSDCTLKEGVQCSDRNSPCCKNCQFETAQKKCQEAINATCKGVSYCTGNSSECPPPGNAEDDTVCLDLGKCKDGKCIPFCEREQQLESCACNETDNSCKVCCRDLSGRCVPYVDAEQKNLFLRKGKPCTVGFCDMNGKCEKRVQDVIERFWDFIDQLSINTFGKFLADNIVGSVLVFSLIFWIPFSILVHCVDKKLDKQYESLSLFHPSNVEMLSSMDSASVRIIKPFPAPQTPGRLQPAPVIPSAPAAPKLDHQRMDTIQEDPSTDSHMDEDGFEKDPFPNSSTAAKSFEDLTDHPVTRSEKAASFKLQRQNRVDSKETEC
ssDAF-12 act – activators of S. stercoralis DAF-12 nuclear receptor | HEK293 ssDAF-12/GRIP1 lit1-tk-luc reporter, luminescence; % of 3 µM dafachronic acid response | activation, % at 6.8 µM | hit rate 1% among 370,000 | AID 652126;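 active = activation above the mean over all tested compounds plus 3 SD, cut at about 0.9% in these data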;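 also: 0% = DMSO-only wells and 100% = 3 µM delta7-dafachronic acid wells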
PLCb3 inh – inhibitors of human phospholipase C beta3. Q01970. Purified PLC-beta3, fluorogenic substrate, fluorescence. inhibition, % at 12.2 µM. hit rate 0.18% among 370,000. AID 720704; in the data active = inhibition above about 11%;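 also: 0% = median of compound wells on plate and 100% = full blocker control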
DAX1 inh-2 – blocks DAX1 repression of SF-1 activated StAR promoter | inhibition, % at 6.8 µM | AID 652010 | HEK293T StAR-luciferase reporter, SF-1/DAX-1 repression relief | hit rate 1.1% among 370,000;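 active = inhibition above the mean over all tested compounds plus 3 SD, cut at about 3.6% in these data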;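 also: 0% = DAX-1 cells with DMSO and 100% = cells lacking DAX-1 with DMSO; higher inhibition means more luminescence from relief of DAX-1 repression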
Numbers without * were called inactive; / = not tested or not shown.

The opening 13 entries, to show the layout:
SMILES	sPLA2-III inh	PLC-gamma1 inh	hcDAF12 agonist	hgDAF-12 ag	GAA850 FXN act	DAX1 inh-1	ADAM10 inh	ADAM17 inh	ssDAF-12 act	PLCb3 inh	DAX1 inh-2
COc1cccc(NC(=O)NC2(C(=O)N3CCC(O)CC3)CCCCC2)c1	-1	3	1.2	-0.5	0.2	1.1	2	1	-0.8	0	-0.2
COc1ccccc1NS(=O)(=O)c1ccc(O)c(C(=O)OCC(=O)N2CCc3ccccc32)c1	-4	1	1.5	0.3	-0.4	-0.3	-1	0	-1.3	-6	0.1
CCOC(=O)C1CCCN(C(=O)C2(c3ccc(Cl)cc3)CCCC2)CC1 (centres undefined)	-6	0	-1.1	0.8	-0.4	/	5	0	-1.4	5	-1.6
CC(=O)COc1ccc2c(C)c(-c3ccccc3)c(=O)oc2c1	-3	-95	1.4	9.0	2.8	-0.3	-98	-35	-2.0	-151	-0.8
Cc1ccc2[nH]c(SCC(=O)N3CCOCC3)nc2c1C	0	5	5.7*	9.3	4.4	2.9	2	0	0.3	2	0.5
COc1ccccc1NC(=O)C1=C(C)Nc2nc3ccccc3n2C1c1cccs1 (centres undefined)	-1	-17	-0.7	2.0	-4.2	-2.7	-9	-1	-1.4	-17	-2.4
CCOC(=O)C1Nc2ccc(Br)cc2C2C=CCC12 (centres undefined)	9	-6	-0.8	-3.1	2.2	1.1	1	2	-1.2	-11	0.6
Cc1ccc(NC(=O)COc2ccc(C3SCCS3)cc2)cc1	-2	2	-1.6	-1.9	3.3	0.7	12	-1	-0.7	1	-0.6
CCOC(=O)[C@H]1[C@H]2COc3ccc(OC)cc3[C@@H]2N2C(=O)CN(Cc3ccc(C)cc3)C(=O)[C@@]12C	-10	0	0.2	-1.6	-4.1	1.7	0	-3	-1.5	-4	0.9
O=C(N=C1SCC(=O)N1c1ccccc1)c1ccco1	-27	2	0.9	6.8	4.0	1.4	12	2	-0.9	1	1.5
CN(C)CCNC(=O)/C(=C/c1cccc([N+](=O)[O-])c1)NC(=O)c1ccccc1	1	3	-1.9	-0.3	1.4	-1.2	-2	-1	-1.0	-1	0.1
C=CCn1c(SCC(=O)Nc2cc(C)on2)nnc1C1COc2ccccc2O1 (centres undefined)	-4	1	0.1	2.3	0.8	-0.5	-6	-3	-1.2	-4	-0.7
O=C(O)c1cc(-c2ccccc2)nn1CC1CC(c2cccnc2)=NO1 (centres undefined)	4	1	-0.3	1.3	1.8	0.8	-1	-4	-1.3	1	0.5

This part in full, from the first entry:
SMILES	sPLA2-III inh	PLC-gamma1 inh	hcDAF12 agonist	hgDAF-12 ag	GAA850 FXN act	DAX1 inh-1	ADAM10 inh	ADAM17 inh	ssDAF-12 act	PLCb3 inh	DAX1 inh-2
COc1cccc(NC(=O)NC2(C(=O)N3CCC(O)CC3)CCCCC2)c1	-1	3	1.2	-0.5	0.2	1.1	2	1	-0.8	0	-0.2
COc1ccccc1NS(=O)(=O)c1ccc(O)c(C(=O)OCC(=O)N2CCc3ccccc32)c1	-4	1	1.5	0.3	-0.4	-0.3	-1	0	-1.3	-6	0.1
CCOC(=O)C1CCCN(C(=O)C2(c3ccc(Cl)cc3)CCCC2)CC1 (centres undefined)	-6	0	-1.1	0.8	-0.4	/	5	0	-1.4	5	-1.6
CC(=O)COc1ccc2c(C)c(-c3ccccc3)c(=O)oc2c1	-3	-95	1.4	9.0	2.8	-0.3	-98	-35	-2.0	-151	-0.8
Cc1ccc2[nH]c(SCC(=O)N3CCOCC3)nc2c1C	0	5	5.7*	9.3	4.4	2.9	2	0	0.3	2	0.5
COc1ccccc1NC(=O)C1=C(C)Nc2nc3ccccc3n2C1c1cccs1 (centres undefined)	-1	-17	-0.7	2.0	-4.2	-2.7	-9	-1	-1.4	-17	-2.4
CCOC(=O)C1Nc2ccc(Br)cc2C2C=CCC12 (centres undefined)	9	-6	-0.8	-3.1	2.2	1.1	1	2	-1.2	-11	0.6
Cc1ccc(NC(=O)COc2ccc(C3SCCS3)cc2)cc1	-2	2	-1.6	-1.9	3.3	0.7	12	-1	-0.7	1	-0.6
CCOC(=O)[C@H]1[C@H]2COc3ccc(OC)cc3[C@@H]2N2C(=O)CN(Cc3ccc(C)cc3)C(=O)[C@@]12C	-10	0	0.2	-1.6	-4.1	1.7	0	-3	-1.5	-4	0.9
O=C(N=C1SCC(=O)N1c1ccccc1)c1ccco1	-27	2	0.9	6.8	4.0	1.4	12	2	-0.9	1	1.5
CN(C)CCNC(=O)/C(=C/c1cccc([N+](=O)[O-])c1)NC(=O)c1ccccc1	1	3	-1.9	-0.3	1.4	-1.2	-2	-1	-1.0	-1	0.1
C=CCn1c(SCC(=O)Nc2cc(C)on2)nnc1C1COc2ccccc2O1 (centres undefined)	-4	1	0.1	2.3	0.8	-0.5	-6	-3	-1.2	-4	-0.7
O=C(O)c1cc(-c2ccccc2)nn1CC1CC(c2cccnc2)=NO1 (centres undefined)	4	1	-0.3	1.3	1.8	0.8	-1	-4	-1.3	1	0.5
CCOC(=O)C1=C(O)/C(=C\c2cccc(OC)c2)N=C1C	1	-16	-1.4	0.8	-0.8	1.3	8	0	-1.1	-7	0.2
CCn1c(SCC(=O)NC2CCCCC2)nnc1-c1ccccc1F	-1	-2	-0.2	-2.9	0.2	-0.4	3	-1	-1.2	-2	-0.7
NC(=O)CC12CC3CC(C1)CC(CC(N)=O)(C3)C2	2	3	-0.7	0.0	-0.3	0.7	-4	-3	-1.1	4	0.5
COc1ccc(-n2nc(C(=O)O)nc2-c2ccccc2)cc1	0	-1	-1.7	0.6	-2.2	0.1	6	-4	-0.2	-1	-0.9
CCc1cc(=O)oc2cc(C)cc(OCC(=O)NCc3cccnc3)c12	1	-166	-0.1	2.9	-1.8	-0.5	-396	-118	-1.1	-251	-4.1
COc1ccc(OCCSc2nnnn2C2CCCCC2)cc1	-11	-4	-0.4	1.9	1.7	0.3	-1	1	-1.2	-1	-0.4
CCOC(=O)Cc1csc(NC(=O)CSc2nnc(-c3ccc(F)cc3)o2)n1	-7	-3	-1.3	0.0	1.5	-1.7	-3	1	-1.2	2	0.5
COC(=O)[C@]12C[C@H](CC(=O)NCc3cccc(C(F)(F)F)c3)C(=O)N(Cc3ccccc3)C1=C[C@H](C(C)(C)C)O[C@@H]2C	-12	-3	-0.6	-1.1	/	/	11	6	-1.2	-2	-0.5
CCOC(=O)Cc1cnc(NC(=O)CSc2nc(N)cc(=O)[nH]2)s1	6	4	-0.7	1.1	2.9	-0.5	2	-1	-1.3	7	-0.4
Cc1cc(C)n2c(SCC(=O)N(CC(C)C)c3c(N)n(CC(C)C)c(=O)[nH]c3=O)nnc2n1	2	-3	-1.8	0.0	0.9	0.1	-9	-4	-1.8	-6	0.7
CC(C)CCNC(=O)NC(=O)CSc1nnc(-c2ccccc2F)n1N	-10	-1	-1.8	-0.5	0.0	2.0	2	0	-0.6	-3	0.3
CC(C)C[C@H](NC(=O)C1CCC(CNC(=O)[C@@H]2CCCN2C(=O)OC(C)(C)C)CC1)C(=O)O (some centres undefined)	0	-1	0.5	3.9	0.8	1.2	-3	-2	-0.5	-1	-0.2
O=C(O)C1CC=CCC1C(=O)c1ccccc1 (centres undefined)	6	2	-0.6	1.5	-3.4	-1.3	17	0	-1.0	5	0.3
CC(C)(C)c1cc(CP(=O)(c2ccccc2)c2ccccc2)cc(C(C)(C)C)c1O	14	2	-3.1	-2.1	-2.7	1.0	24*	5	-1.9	-10	-0.1
FC(F)Oc1cccc2cccnc12	4	-1	0.7	-0.5	1.0	1.0	4	-1	-1.0	0	0.6
Cc1ccc(S(=O)(=O)N(C)c2ccc(C(=O)Nc3cccc(C)n3)cc2)cc1	-23	-2	-2.9	-3.2	-1.9	-0.8	20*	15*	-1.2	-4	-2.3
CN1CCN(c2ccc(NC(=O)c3cc(S(N)(=O)=O)ccc3N3CCOCC3)cc2)CC1	-1	-2	-1.1	0.4	3.2	-0.8	-5	1	-1.4	-7	0.9

3 compounds from above, ordered by count of non-hydrogen atoms, highest first:
SMILES	sPLA2-III inh	PLC-gamma1 inh	hcDAF12 agonist	hgDAF-12 ag	GAA850 FXN act	DAX1 inh-1	ADAM10 inh	ADAM17 inh	ssDAF-12 act	PLCb3 inh	DAX1 inh-2
Cc1cc(C)n2c(SCC(=O)N(CC(C)C)c3c(N)n(CC(C)C)c(=O)[nH]c3=O)nnc2n1	2	-3	-1.8	0.0	0.9	0.1	-9	-4	-1.8	-6	0.7
CCOC(=O)Cc1csc(NC(=O)CSc2nnc(-c3ccc(F)cc3)o2)n1	-7	-3	-1.3	0.0	1.5	-1.7	-3	1	-1.2	2	0.5
FC(F)Oc1cccc2cccnc12	4	-1	0.7	-0.5	1.0	1.0	4	-1	-1.0	0	0.6

(further entries)
SMILES	sPLA2-III inh	PLC-gamma1 inh	hcDAF12 agonist	hgDAF-12 ag	GAA850 FXN act	DAX1 inh-1	ADAM10 inh	ADAM17 inh	ssDAF-12 act	PLCb3 inh	DAX1 inh-2
CC1CCN(c2ccc3c(c2)S(=O)(=O)c2cccc(C(=O)NC4CC4)c2C3=O)CC1	-1	-51	0.3	-0.9	3.0	0.1	-4	-2	-1.6	-112	-0.6
COc1ccc(C(=O)CSc2nc(=O)n(Cc3cccnc3)c3c2CCC3)cc1	-2	-6	-1.5	2.0	0.9	0.1	-12	-6	-1.0	-11	3.0
CCN(CC(=O)NC1CCS(=O)(=O)C1)Cc1nc2c(Br)cc(Br)cc2c(=O)[nH]1 (centres undefined)	-4	-1	-0.1	-1.5	0.2	-0.2	-3	-2	0.2	-9	0.2
Cc1cccc(NS(=O)(=O)c2cc3c(cc2C)n(C)c(=O)c(=O)n3C)c1	6	0	0.1	-1.4	-0.7	-1.0	-21	-2	-1.6	-4	-0.5
CCOC(=O)C1(CC2CCCCO2)CCN(Cc2nc(-c3cccs3)oc2C)CC1 (centres undefined)	-11	-4	-0.9	-1.1	1.1	-2.0	-8	-1	-1.6	-3	-0.7
COc1ccc2ccc(O)c(CN(C)CC(=O)Nc3ccccc3C(F)(F)F)c2c1	-32	-3	2.9	0.2	2.7	-1.6	-14	-3	-0.1	-6	0.1
CCN(C(=O)CN1C(=O)/C(=C/c2ccc(F)cc2)SC1=S)C1CCS(=O)(=O)C1 (centres undefined)	1	-2	-2.2	-0.1	-2.1	0.5	6	-4	-1.4	-4	2.0
COc1ccc(CSc2nc3ccccc3c(=O)[nH]2)cc1F	-17	-3	-1.0	7.1	6.2	0.2	-3	-2	-0.5	-6	-0.6
CC(O)(c1ccccc1)c1nc(-c2ccc3c(c2)OCO3)cs1 (centres undefined)	-8	-3	-0.5	4.7	0.4	/	3	0	-0.7	0	1.2
CC(=O)Cc1nsc(NC(=O)c2ccc(-c3ccc(Cl)cc3Cl)o2)n1	7	-12	-0.8	-0.5	-1.1	0.3	-17	-7	-1.7	-8	-0.9
COc1ccc(NC(=O)CN(C)C(=O)CC2CCCC2)cc1	1	6	0.1	2.5	3.4	0.1	-6	2	-0.9	-3	0.9
O=C(CSc1nnc(CCc2nc3ccccc3[nH]2)n1-c1ccccc1)NCc1ccco1	1	2	-1.7	-0.5	0.2	0.0	-1	-4	-1.2	1	0.4
